NR2E3 ag-1: human photoreceptor-specific nuclear receptor agonism. 360,000 tested, 0.35% active. CHO-S Gal4-NCOR/VP16-NR2E3 two-hybrid, luciferase. AID 602229. inhibition of corepressor binding, % at 3.98 µM. Q9Y5X4;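 active = inhibition above the mean of all tested compounds plus 3 SD, cut at about 70% in these data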;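 also: 0% = DMSO with NR2E3 transfected cells and 100% = cells lacking NR2E3 construct; higher means lower luciferase signal from less NR2E3 corepressor binding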
Target sequence (Q9Y5X4 whole entry, looked up, the tested form may be a part): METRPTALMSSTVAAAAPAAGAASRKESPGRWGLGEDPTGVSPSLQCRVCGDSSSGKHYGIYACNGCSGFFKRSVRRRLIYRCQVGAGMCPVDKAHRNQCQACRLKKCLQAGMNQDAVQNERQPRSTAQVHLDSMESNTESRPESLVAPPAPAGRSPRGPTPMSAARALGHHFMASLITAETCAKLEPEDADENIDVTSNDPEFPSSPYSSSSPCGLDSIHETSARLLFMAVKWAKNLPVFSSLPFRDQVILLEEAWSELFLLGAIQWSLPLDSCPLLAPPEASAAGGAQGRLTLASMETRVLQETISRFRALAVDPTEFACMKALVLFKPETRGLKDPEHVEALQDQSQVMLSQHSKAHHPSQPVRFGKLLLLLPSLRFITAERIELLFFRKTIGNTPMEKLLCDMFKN
hiPSC survival: enhancers of human iPSC single-cell survival; hiPSC single-cell survival, ATPlite luminescence; 100% = ROCK inhibitor wells, 0% = DMSO; 360,000 tested, 0.044% active; survival enhancement, % at 20 µM; in the data active = survival enhancement above about 18%;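 also: cells exposed to compounds for 16 hours before the ATP read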
NR2E3 ag-2: agonists of human nuclear receptor NR2E3; Q9Y5X4; GST-NR2E3/biotin-RetCOR TR-FRET, 1536-well; inhibition of corepressor binding, % at 4.78 µM; 320,000 tested, 0.12% active; AID 2300;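 active = percent inhibition above the cutoff of mean plus 3 SD of all tested compounds, set per screening campaign, cut at about 20% in these data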;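 also: 0% = DMSO wells and 100% = biotin wells as full block of FRET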
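Test system: GST-NR2E3 and biotin-RetCOR proteins | Quantity: 1.35 nM GST-tagged NR2E3 final | Medium: Tris pH 7.5 | Also added: 7 nM biotin-RetCOR | Dosing: Compound at 4.8 µM, single dose | Timing: 5 h at 4 °C | Detection: Time-resolved FRET | Read-out basis: Percent inhibition | Benchmarks: Biotin wells as high control, 0.6% DMSO wells as low control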
Peg3 prom inh: reduces Peg3 promoter-driven luciferase expression in HeLa; 360,000 tested, 1.7% active; HeLa PEG-Prom luciferase reporter, luminescence, overnight; inhibition, % at 20 µM;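 active = inhibition of at least 50% at 20 µM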
HIF-2a inh: blocks HIF-2a reporter activity; 360,000 tested, 0.72% active; 786-0 RCC cells HIF-2a reporter, luciferase luminescence, overnight; inhibition, % at 18.8 µM;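 active = inhibition of the luminescence signal of 40% or more relative to plate controls, in a single-dose primary screen at 18.75 µM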
CaV13 FRET inh: Disruptors of the CACNA1D IQ motif to Ca2+-dependent inactivation inhibitor domain association, primary screening, Förster resonance energy transfer in intact living …. 340,000 tested, 0.098% active. inhibition, % at 12.3 µM. HEK cells, CFP/YFP FRET ICDI-IQ, plate reader, 10 min; percent FRET-ratio fall versus neutral wells;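 active = mean replicate inhibition of at least 30% and at least 1% of replicates passing that level; inconclusive = only one of the two criteria is met; inactive = neither criterion is met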;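 also: 0% = median of the neutral control wells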
Shn3 3UTR inh: reduces Shn3 3'UTR luciferase signal in osteoblasts; Clone20 osteoblast Shn3 3'UTR firefly luciferase, 24 h; inhibition, % at 12.5 µM; 360,000 tested, 0.52% active; AID 588674;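 active = mean inhibition of at least 75% with every replicate also reaching 75%; inconclusive = mean inhibition at least 75% but some replicate below; inactive = mean inhibition below 75%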;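 also: 0% = median of neutral control wells and 100% = pilot-screen positive control compound; some compounds past the cut are filed as inactive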
PDI turbidity: inhibitors of human protein disulfide isomerase; P07237; PDI insulin aggregation turbidity, A650, 90 min; inhibition, % at 10 µM; 350,000 tested, 0.052% active; AID 588391;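 active = mean inhibition across replicates of 30% or more, whatever share of single replicates reach that level; inconclusive = mean inhibition below 30% while every single replicate reaches 30%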;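 also: absorbance from insulin aggregation driven by PDI reduction with DTT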
Cardio protect: protects H9c2 cardiomyocytes from peroxide injury. 360,000 tested, 0.63% active. protection from H2O2 cell death, % at 20 µM. H2O2 injury protection, ATPLite, 2 h;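 active = compounds giving at least 50% protection of heart cells from peroxide-induced death in the single-dose screen, raw or plate-pattern-corrected value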;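 also: 0% = DMSO wells with peroxide and 100% = DMSO wells without peroxide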
HTR2A ag: activates the mouse 5-HT2A serotonin receptor | P35363 | CHO-K1 mHTR2A beta-arrestin complementation, luminescence; percent of 30 µM serotonin response | activation, % at 7.6 µM | 360,000 tested, 0.66% active | AID 624169;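 active = activation above a run cutoff, the mean activation of all tested compounds plus 3 SD, cut at about 14% in these data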;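 also: 0% = plate median of compound wells and 100% = 30 µM serotonin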
Target sequence (P35363 whole entry, looked up): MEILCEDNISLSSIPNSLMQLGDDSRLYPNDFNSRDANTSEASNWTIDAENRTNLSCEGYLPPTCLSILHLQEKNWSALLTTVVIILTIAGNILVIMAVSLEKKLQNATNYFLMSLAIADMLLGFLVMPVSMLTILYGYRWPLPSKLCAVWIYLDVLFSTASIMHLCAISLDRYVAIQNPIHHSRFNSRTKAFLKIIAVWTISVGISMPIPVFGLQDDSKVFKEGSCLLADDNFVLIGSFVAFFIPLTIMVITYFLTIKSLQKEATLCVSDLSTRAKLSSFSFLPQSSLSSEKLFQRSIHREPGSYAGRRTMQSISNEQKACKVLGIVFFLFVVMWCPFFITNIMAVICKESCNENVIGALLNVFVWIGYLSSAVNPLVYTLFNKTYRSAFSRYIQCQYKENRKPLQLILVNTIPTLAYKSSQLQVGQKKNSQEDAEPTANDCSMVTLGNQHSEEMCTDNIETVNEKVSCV
TRPM1 prom inh: reduces MITF-dependent TRPM1 promoter luciferase signal; SK-MEL-5 TRPM1 promoter luciferase, 24 h; inhibition, % at 12.5 µM; 330,000 tested, 0.83% active;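 active = mean inhibition across replicates of 60% or more, whatever share of single replicates reaches that level; inconclusive = some that reach 60%, reason not given; inactive = mean inhibition across replicates below 60%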; also: values of inactives mirror those of a sister screen read the other way
Numbers without * were called inactive; ? = inconclusive; / = no result given.

SMILES	NR2E3 ag-1	hiPSC survival	NR2E3 ag-2	Peg3 prom inh	HIF-2a inh	CaV13 FRET inh	Shn3 3UTR inh	PDI turbidity	Cardio protect	HTR2A ag	TRPM1 prom inh
Cc1cccc(OCCCCn2c(CO)nc3ccccc32)c1	-10	-0.5	2	-15	-32	-20	1	18	-8	-6	-9
C[C@@H]1CN([C@@H](C)CO)C(=O)CCCn2cc(nn2)CO[C@H]1CN(C)C(=O)c1cc(-c2ccccc2)on1	-3	2.1	/	-9	11	-2	-5	6	6	3	/
Cc1cc(C)nc(NS(=O)(=O)c2ccc(NC(=O)C(C)C)cc2)n1	-7	1.0	-3	3	22	-19	-10	8	-2	6	-2
c1ccc2c(c1)COc1c3ncccc3nn1-2	-40	3.1	/	-155	-214	-8	-132	-2	0	2	/
COc1ccc(C2=NOC(C)(c3nnc(-c4ccc(Cl)cc4)o3)C2)cc1 (stereo unspecified)	-22	7.4	-2	-17	-46	-9	-6	-4	1	10	-16
COc1cc(/C=C/C(=O)NC(=O)c2ccccc2O)ccc1O	-74	-0.3	1	-146	-170	/	-49	9	-12	3	-88
COCc1cc(C)n(CC(=O)OC)c(=O)c1C#N	-41	-1.1	1	15	16	-5	-25	-1	9	1	-1
Cc1noc(C)c1S(=O)(=O)Nc1ccc2c(c1)C(=O)N([C@H](C)CO)C[C@@H](C)[C@@H](CN(C)Cc1ccc3c(c1)OCO3)O2	-17	-0.2	/	6	8	-3	2	0	4	-1	-7
O=C(OCc1nnc(-c2ccc(Cl)cc2)o1)c1ccncc1	-6	6.4	2	-7	-24	-4	3	-2	2	-4	-8
Cc1ccc(S(=O)(=O)NCC(=O)NCC(=O)NCCc2ccccc2F)cc1C	14	5.7	1	10	13	-2	-4	17	1	-1	3
CCOCCCNC(=O)C(NC(=O)c1ccc(NC(C)=O)cc1)c1ccc(Cl)cc1 (stereo unspecified)	-25	1.2	0	-4	4	-5	5	-8	6	1	-6
CCN1CCN(C(=O)COCc2cc(-c3ccc4c(c3)OCO4)on2)CC1	-28	-0.5	3	-19	-36	-7	-31	-2	-3	3	-16
COC(=O)C(C)Sc1nnc(SC(C)C(=O)OC)s1 (stereo unspecified)	0	-2.6	2	4	24	/	2	-4	6	-2	-5
COc1ccc(NC(=O)c2c3c(nc4ccccc24)CCC3)cc1S(=O)(=O)N1CCOCC1	-7	-1.6	3	12	14	-5	-14	-4	-2	10	22
O=S(=O)(NCc1cccs1)c1ccc(Cl)s1	13	0.1	2	13	15	-5	11	0	-6	-6	3
CCC1(c2ccc(F)cc2)NC(=O)N(CC(=O)c2cc(C)n(C3CC3)c2C)C1=O (stereo unspecified)	-24	-0.5	0	7	21	-16	4	1	-1	1	6
CC(Sc1nnc2n1CCCCC2)C(=O)Nc1ccccc1[N+](=O)[O-] (stereo unspecified)	-6	3.3	/	18	4	-6	-8	1	9	5	0
Cc1ccc(C(C)c2c(C)c([N+](=O)[O-])cc(C)c2[N+](=O)[O-])cn1 (stereo unspecified)	-10	-0.5	3	32	13	-5	-2	-1	-1	2	24
CC(=O)c1ccc(OC(C)C)c(CSc2nc(O)cc(=O)[nH]2)c1	-11	-2.0	0	5	9	-5	6	7	10	0	-1
COc1ccc(S(=O)(=O)N2CCCC2C(=O)NCc2ccccc2Cl)cc1 (stereo unspecified)	-11	0.4	-1	13	16	7	6	-9	2	1	1
O=C(O)c1cc(S(=O)(=O)O)ccc1O	6	-1.7	4	4	3	-3	-5	-7	9	7	-5
O=C(CN1C(=O)CNC1=O)Nc1ccc(Cl)cc1	-4	0.8	0	16	12	-1	5	1	6	-1	1
O=C(CNc1cccc(S(=O)(=O)N2CCOCC2)c1)Nc1cccc(Br)c1	-26	-0.5	0	5	0	-5	12	-1	-4	-1	7
Cc1ccc(NC(=O)CCn2nc([N+](=O)[O-])cc2C)nc1	-3	0.1	2	-8	6	-3	-2	7	1	1	-3
Nc1cc(F)ccc1N1CCCCCC1	-12	-1.3	-2	-17	-6	-7	8	5	-17	-3	3
COC(=O)C(CCCN1C(=O)c2ccccc2C1=O)(NC(C)=O)c1nn[nH]n1 (stereo unspecified)	-14	2.7	2	3	11	-3	-5	1	5	2	1
Cc1ccccc1-c1ccc(Nc2ccc(N3CCOCC3)cc2)nn1	-11	-0.6	2	-40	-101	/	19	-1	0	-5	-16
CC(=O)N1CCC(C(=O)NCCOc2cccc(C)c2)CC1	-24	0.3	2	16	26	-5	13	?	1	-1	10
CCOC(=O)c1cc2sccc2n1CC(=O)N1c2ccccc2CC1C (stereo unspecified)	-11	1.1	0	72*	14	-6	-5	-8	11	0	63*
Cn1c(=O)oc2cc(S(=O)(=O)NC3CCN(Cc4ccccc4)CC3)ccc21	-16	0.5	4	16	-8	-7	10	/	-4	5	/
COc1cc(/C=C2\SC(c3ccc(C)cc3)=NC2=O)cc(OC)c1OC	5	1.3	-1	20	2	/	-12	3	-2	4	10
O=S(=O)(c1ccc(Cl)nc1)N1CCCc2ccccc21	-8	-1.2	-6	-1	5	-5	5	-8	27	5	6
Cc1ccc(N2CS(=O)(=O)/C(=C/N(C)C)C2=O)cc1	-73	-1.5	-3	-113	-113	-6	-52	4	-12	1	-60
CCC(C)(C(=O)NC1CCCC1)N(Cc1cccs1)C(C)=O (stereo unspecified)	-10	-0.4	0	6	6	0	2	7	-4	-4	-3
CC(C)C(NC(=O)Cc1ccccc1)C(=O)N1CCN(c2cccc(Cl)c2)CC1 (stereo unspecified)	63	-0.1	0	35	10	-6	79	9	-20	3	13
O=S(=O)(c1ccccc1)C(/C=N\O)/C=C/c1ccccc1 (stereo unspecified)	-23	1.3	1	-2	0	-2	-2	6	9	4	16
S=c1[nH]nc(-c2ccncc2)n1/N=C/c1cn(-c2ccccc2)nc1-c1ccccc1	-20	-0.8	-4	-107	-86	-5	4	-1	12	5	/
O=C(N=C1SC2CS(=O)(=O)CC2N1c1ccc(F)cc1)C1CCCCC1 (stereo unspecified)	-40	-0.5	-3	15	13	-6	0	-7	1	4	9
O=C1C(=O)N(CCCN2CCOCC2)C(c2ccc(Cl)cc2)/C1=C(\O)c1ccc2c(c1)OCCO2 (stereo unspecified)	0	-0.4	2	-22	-11	-3	-10	4	0	-2	4
CCOc1cc(S(=O)(=O)n2nc(C)cc2C)ccc1F	-3	-2.7	-3	10	12	-4	-7	-3	-2	-4	2
O=C(CS(=O)(=O)c1cn(CC(=O)N2CCOCC2)c2ccccc12)Nc1ccccc1F	15	0.0	-2	3	6	-6	-11	0	5	0	-3
CCN(C(=O)CN1C(=O)S/C(=C\c2ccc(Cl)cc2)C1=O)C1CCS(=O)(=O)C1 (stereo unspecified)	-9	-0.4	3	7	-1	-4	5	-6	3	7	8
O=C(/C=N/O)NCCCN1CCOCC1	-7	-0.2	-4	-2	18	-4	-13	3	4	0	-6
Cc1cc(OCC(=O)NNC(=O)c2ccncc2)cc(C)c1Cl	5	-0.2	/	16	6	-3	-7	0	-1	3	12
NC(=O)c1ccc(-n2nnnc2SCC(=O)Nc2ccccc2F)cc1	9	-0.9	2	3	23	-18	6	-2	2	-6	3
O=C(Nc1ccc(C(=O)N2CCCCC2)cc1)C1CCCCC1	-3	4.3	2	-4	-20	-5	-20	-2	0	-1	-10
O=c1[nH]c(CNCc2cccnc2)nc2ccccc12	-15	-0.1	1	-9	13	4	-33	3	11	0	18
COc1ccccc1N=Cc1c(O)c2ccccc2oc1=O	-4	-1.6	0	30	-139	-3	5	-1	-3	4	1
COc1ccc(OCC(=O)Nc2c(C(=O)N(CCN(C)C)Cc3ccco3)oc3ccccc23)cc1	-21	0.3	8	49	1	-7	1	-1	16	-11	-11
OCC1CCCCN1CC(O)COC(c1ccc(F)cc1)c1ccc(F)cc1 (stereo unspecified)	-9	1.1	-1	-7	-6	-2	20	2	12	2	-6

Entries from the list above that have fluorine:
SMILES	NR2E3 ag-1	hiPSC survival	NR2E3 ag-2	Peg3 prom inh	HIF-2a inh	CaV13 FRET inh	Shn3 3UTR inh	PDI turbidity	Cardio protect	HTR2A ag	TRPM1 prom inh
Cc1ccc(S(=O)(=O)NCC(=O)NCC(=O)NCCc2ccccc2F)cc1C	14	5.7	1	10	13	-2	-4	17	1	-1	3
CCC1(c2ccc(F)cc2)NC(=O)N(CC(=O)c2cc(C)n(C3CC3)c2C)C1=O (stereo unspecified)	-24	-0.5	0	7	21	-16	4	1	-1	1	6
Nc1cc(F)ccc1N1CCCCCC1	-12	-1.3	-2	-17	-6	-7	8	5	-17	-3	3
O=C(N=C1SC2CS(=O)(=O)CC2N1c1ccc(F)cc1)C1CCCCC1 (stereo unspecified)	-40	-0.5	-3	15	13	-6	0	-7	1	4	9
CCOc1cc(S(=O)(=O)n2nc(C)cc2C)ccc1F	-3	-2.7	-3	10	12	-4	-7	-3	-2	-4	2
O=C(CS(=O)(=O)c1cn(CC(=O)N2CCOCC2)c2ccccc12)Nc1ccccc1F	15	0.0	-2	3	6	-6	-11	0	5	0	-3
NC(=O)c1ccc(-n2nnnc2SCC(=O)Nc2ccccc2F)cc1	9	-0.9	2	3	23	-18	6	-2	2	-6	3
OCC1CCCCN1CC(O)COC(c1ccc(F)cc1)c1ccc(F)cc1 (stereo unspecified)	-9	1.1	-1	-7	-6	-2	20	2	12	2	-6

Screens from PubChem.

The order is random; overall some 3.9% were active at least once.
